Screens as filed in PubChem BioAssay.
RAD52 anneal inh = RAD52 DNA annealing inhibitors, primary screen, biochemical, FRET, single point, set 2; DNA repair protein RAD52 homolog (Homo sapiens), P43351; recombinant RAD52 DNA annealing, FRET fluorescence; inhibition, % at 18.7 µM; actives 0.46% (n = 360,000); AID 651710, 2012;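 active = every replicate showing at least 50% inhibition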
Target sequence (P43351 whole entry, looked up): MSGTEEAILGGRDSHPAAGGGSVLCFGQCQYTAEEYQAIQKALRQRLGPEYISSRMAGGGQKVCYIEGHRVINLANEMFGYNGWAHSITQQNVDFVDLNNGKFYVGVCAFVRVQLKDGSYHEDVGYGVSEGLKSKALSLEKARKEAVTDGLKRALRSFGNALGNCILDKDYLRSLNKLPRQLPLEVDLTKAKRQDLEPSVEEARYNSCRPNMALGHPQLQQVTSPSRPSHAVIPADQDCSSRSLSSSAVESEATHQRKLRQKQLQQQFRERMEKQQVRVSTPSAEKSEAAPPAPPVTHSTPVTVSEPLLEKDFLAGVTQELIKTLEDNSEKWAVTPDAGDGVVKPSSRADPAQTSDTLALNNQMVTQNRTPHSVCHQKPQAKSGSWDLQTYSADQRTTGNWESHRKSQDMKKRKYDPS
E-selectin induc = E-selectin induction in HUVECs, primary screen, imaging, HUVEC, immunofluorescence imaging, single point; activation, % at 7.58 µM; normalized: neutral wells 0, TNF-alpha wells 100; actives 0.37% (n = 260,000);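 active = mean E-selectin-positive cell signal at least 10% of the positive control, reached in at least 60% of replicates, without over 20% cell loss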;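 note: in these data hits start at about 27%; measured in HUVEC primary endothelial cells; signal is the percent of cells scored E-selectin positive by PE staining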
Target sequence (P16581 whole entry, looked up): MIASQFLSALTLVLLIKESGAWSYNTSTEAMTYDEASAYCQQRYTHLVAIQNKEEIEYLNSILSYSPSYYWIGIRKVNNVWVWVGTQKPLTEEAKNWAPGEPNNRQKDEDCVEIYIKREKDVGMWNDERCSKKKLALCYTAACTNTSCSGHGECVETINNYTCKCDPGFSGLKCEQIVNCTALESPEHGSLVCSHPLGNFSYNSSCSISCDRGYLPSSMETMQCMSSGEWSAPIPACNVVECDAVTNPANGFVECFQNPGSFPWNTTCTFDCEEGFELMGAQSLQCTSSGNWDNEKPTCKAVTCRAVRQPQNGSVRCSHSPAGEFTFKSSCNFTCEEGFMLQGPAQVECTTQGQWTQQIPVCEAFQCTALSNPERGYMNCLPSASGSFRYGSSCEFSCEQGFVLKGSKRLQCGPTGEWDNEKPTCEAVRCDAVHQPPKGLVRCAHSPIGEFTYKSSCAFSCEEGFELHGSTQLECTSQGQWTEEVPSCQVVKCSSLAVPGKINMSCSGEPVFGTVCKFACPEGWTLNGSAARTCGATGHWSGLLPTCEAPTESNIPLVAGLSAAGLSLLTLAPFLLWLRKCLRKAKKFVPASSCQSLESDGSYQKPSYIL
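Read-out: % PE-positive cells | Test system: HUVEC | Doses: One compound dose added by pin transfer | Buffer or medium: EGM-2 over gelatin coat | Signal: Immunofluorescence imaging | Benchmarks: TNF-alpha, DMSO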
ERAP1 HTS inh = human ERAP1 aminopeptidase inhibitors, primary screen, biochemical, single point, plate reader; recombinant ERAP1, Leu-AMC fluorescence, 60 min; actives 0.15% (n = 340,000); inhibition, % at 10.7 µM; Endoplasmic reticulum aminopeptidase 1 (Homo sapiens), Q9NZ08;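 active = mean replicate inhibition of at least 30%, or all replicates individually reaching that 30% level; inactive = mean below 30% and not every replicate reaching it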;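 note: 0% = neutral control wells and 100% = L-leucinethiol positive control wells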
Starred values were filed as active, the others as inactive. The list is partial; count on the stated rates, not on these rows.

The line under a structure holds: RAD52 anneal inh	E-selectin induc	ERAP1 HTS inh
1. O=C(NCCN1CCC(n2c(=O)[nH]c3ccccc32)CC1)c1ccncc1
→ -14	0.1	-3
2. CC(C)(C)c1ccc(C(=O)/C(C#N)=C/c2cccs2)cc1
→ -17	0.0	-1
3. N#CC(=C(c1ccccc1)c1ccccc1)c1ccccc1
→ -8	4.4	6
4. O=C(C(=O)N1CCN(c2ccccc2)CC1)c1ccc2c(c1)OCO2
→ -12	-0.1	-3
5. Cc1ccc(CNS(=O)(=O)NCc2ccc(Cl)cc2)cc1
→ 0	-0.2	-2
6. COc1ccc(Cl)cc1NC(=O)CN(C)C(=O)CCC(=O)c1cc(C)sc1C
→ -15	1.2	-2
7. O=C(NCc1ccccc1)[C@@H]1CCCN1C(=O)[C@H]1CCCN1C(=O)c1ccc(F)cc1F
→ -12	0.1	-2
8. CCOC(=O)CC(C)(C)/C(C)=N/Nc1ccc([N+](=O)[O-])cc1[N+](=O)[O-]
→ -7	0.0	2
9. Fc1ccc(CNC(=S)NC2CCCC2)cc1
→ -17	-0.1	-2
10. CCN(CC)CCNC(=S)Nc1ccc(Cl)cc1
→ 10	1.6	-5
11. Cc1cc(=O)oc2cc(OCC(=O)NCCN3CCOCC3)c(Cl)cc12
→ 12	1.2	1
12. Cc1c(NC(=O)COC(=O)COc2ccc(Nc3ccccc3)cc2)c(=O)n(-c2ccccc2)n1C
→ -7	0.5	1
13. COc1ccc(Cc2nnc(N=Nc3c(O)[nH]c4ccc(Br)cc34)[nH]c2=O)cc1
→ -17	-0.1	13
14. CC(NC(=O)C(=O)N/N=C\c1ccc([N+](=O)[O-])cc1)c1ccccc1 (stereo not drawn)
→ -9	0.1	-2
15. Fc1ccccc1CN(CCN1CCOCC1)C(=S)Nc1ccccc1Cl
→ 2	4.7	-2

The results go on.
The line under a structure holds: RAD52 anneal inh	E-selectin induc	ERAP1 HTS inh
16. CCOC(=O)c1c(C)[nH]c(C(=O)COC(=O)CNC(=O)c2ccc(Br)cc2)c1C
→ -14	1.5	3
17. COC(=O)[C@]12C[C@H](CC(=O)NCc3ccccc3)C(=O)N(Cc3ccc4c(c3)OCO4)C1=C[C@H](COCc1ccccc1)O[C@@H]2C
→ -12	-0.1	3
18. C#CCNC(=O)C[C@@H]1C[C@@]2(C(=O)OC)CCCCC=C2N(Cc2ccc(Cl)cc2Cl)C1=O
→ -19	0.4	1
19. Cc1cc(=O)oc2c(CN3CCCCC3)c(O)ccc12
→ -16	-0.3	46*
20. COc1ccc(NC(=O)C(c2ccccc2)c2ccccc2)c(OC)c1
→ -18	0.8	0
21. COc1cccc(NC(=O)CN(C)C(=O)COc2cc(C)ccc2Cl)c1
→ -4	0.7	-6
22. COc1ccc(NC(=O)CSc2nnnn2Cc2ccccc2)cc1
→ -3	20	0
23. CCc1oc(-c2ccc(OC)cc2)c(C(=O)OCCCCCO)c1C(C)OCCO (stereo not drawn)
→ -6	0.5	3
24. Cn1ccc(=O)c2cc([N+](=O)[O-])ccc21
→ -1	0.8	3
25. COc1ccc(CC(=O)Nc2ccc(C(=O)Nc3nccs3)cc2)cc1OC
→ -16	0.4	2
26. CCOC(=O)C1=C(C(=O)OCC)C2N(Cc3ccccc3)c3ccccc3[C@@]23C[C@@H](C(=O)OC)N(S(=O)(=O)c2ccc(C(F)(F)F)cc2)C3=N1 (stereo partly drawn)
→ -11	0.5	-1
27. Cc1nc(NC(=O)c2ccccc2)sc1-c1cc(C(=O)NCCO)nn1Cc1ccccc1
→ -19	0.1	-3
28. Nc1c(N(CCC2=CCCCC2)C(=O)c2ccco2)c(=O)[nH]c(=O)n1Cc1ccccc1
→ -13	-0.9	2
29. Cc1ccc(S(=O)(=O)NCC(=O)OCC(=O)N(Cc2ccccc2)C(C)(C)C)cc1
→ -16	-0.4	-5
30. Cc1cc(Oc2ccc(Cl)cc2)nc(SCC(=O)c2ccccc2)n1
→ -6	-3.1	-1

4 entries from above, reformatted.
14. CC(NC(=O)C(=O)N/N=C\c1ccc([N+](=O)[O-])cc1)c1ccccc1 (stereo not drawn)
  RAD52 anneal inh: -9
  E-selectin induc: 0.1
  ERAP1 HTS inh: -2

15. Fc1ccccc1CN(CCN1CCOCC1)C(=S)Nc1ccccc1Cl
  RAD52 anneal inh: 2
  E-selectin induc: 4.7
  ERAP1 HTS inh: -2

16. CCOC(=O)c1c(C)[nH]c(C(=O)COC(=O)CNC(=O)c2ccc(Br)cc2)c1C
  RAD52 anneal inh: -14
  E-selectin induc: 1.5
  ERAP1 HTS inh: 3

17. COC(=O)[C@]12C[C@H](CC(=O)NCc3ccccc3)C(=O)N(Cc3ccc4c(c3)OCO4)C1=C[C@H](COCc1ccccc1)O[C@@H]2C
  RAD52 anneal inh: -12
  E-selectin induc: -0.1
  ERAP1 HTS inh: 3

Continued:
The line under a structure holds: RAD52 anneal inh	E-selectin induc	ERAP1 HTS inh
31. CC(C)NC(=O)C1(C)CSCC(=O)N1Cc1cccc(F)c1 (stereo not drawn)
→ -5	-0.1	0
32. COc1ccc(CCNC(=O)c2ccco2)cc1OC
→ 0	5.5	1
33. COc1cc(-c2nnc(SCC(=O)N(C)C3CCS(=O)(=O)C3)o2)cc(OC)c1OC (stereo not drawn)
→ -6	0.9	3
34. Cc1nnc(NCC=Cc2ccccc2)s1
→ 3	-0.3	8
35. C=CCC12C[C@@]3(O[C@H](c4ccc(C(F)(F)F)cc4)N=C3C[C@H](c3ccc(OC)cc3)[C@H]1C)N(Cc1ccc3c(c1)OCO3)C2=O
→ 2	-0.2	1
36. CCC(C)NC(=O)N1c2ccccc2Sc2ccccc21 (stereo not drawn)
→ 6	3.7	0
37. C[C@@H](c1ccccc1)N1C[C@H](COCc2ccccc2)Oc2cc(N3CC[C@@H](O)C3)ccc2S1(=O)=O
→ -7	0.0	-1
38. COc1ccc(CN(CC2CCC(C(=O)O)CC2)C(=S)Nc2ccccc2OC)cc1 (stereo not drawn)
→ -16	5.1	-4
39. Cc1ccc(S(=O)(=O)N2C(c3cccc(Cl)c3)CC=C(C(=O)O)C2c2cccc(Cl)c2)cc1 (stereo not drawn)
→ -15	-0.1	-1
40. C[C@@H]1COc2cccc(NC3CC3)c2S(=O)(=O)N1
→ -10	-0.1	-5
41. N/C(Cc1ccc([N+](=O)[O-])cc1)=N\OC(=O)c1ccc(Br)o1
→ -12	-0.2	0
42. CCOC(=O)c1ccc(NC(=S)N(CCN2CCCCCC2)Cc2cccs2)cc1
→ -37	0.0	-4
43. CC(=O)N1CCN(C(C(=O)Nc2c(C)cccc2C)c2cccc(F)c2)CC1 (stereo not drawn)
→ -2	0.1	-3
44. CCc1ccc2nc(N=C(N)N)nc(C)c2c1
→ 51*	-2.5	0
45. CCn1cc(Cl)c(C(=O)N2N=C(c3ccc4ccccc4c3)CC2c2ccccc2O)n1 (stereo not drawn)
→ -7	4.4	0

Next section
nr	Molecule	RAD52 anneal inh	E-selectin induc	ERAP1 HTS inh
46	O=C(Nc1cccc(C(=O)O)c1)/C(=C\c1ccccc1)NC(=O)c1cccc2ccccc12	-3	-0.6	-90
47	Nc1ccn([C@@H]2O[C@H](C(=O)N[C@H](Cc3ccccc3)C(=O)N3CCN(C(=O)N4CCCCC4)CC3)[C@@H](O)[C@H]2O)c(=O)n1	1	2.6	2
48	O=C(C1CCCCC1)N1CC2(C1)[C@@H](c1ccccc1)[C@@H](CO)N2C(=O)NC1CCCC1	3	0.0	5
49	COc1ccc(/C=C/C(=O)OCC(=O)Nc2c(C)cccc2C)cc1	-1	-0.6	-5
50	COc1ccc(NC(=O)NC2CCCCC2C)cc1 (stereo not drawn)	-4	0.0	1
51	C=CCOc1ccc(/C=C/C(=O)OCC(=O)Nc2c(C)n(C)n(-c3ccccc3)c2=O)cc1	0	2.9	-1
52	CCNC(=O)NC(=O)C(C)OC(=O)C1CCN(S(=O)(=O)c2ccc(C)c(C)c2)CC1 (stereo not drawn)	1	0.3	10
53	C=CCn1c2c(c3ccccc31)CCC2	-14	0.5	-1
54	COC(=O)c1cnc(N2CCOCC2)nc1C(F)(F)F	-5	-0.1	-1
55	CCOC(=O)c1c(NC(=O)CSc2ncnc3ccccc23)sc(C)c1C	-20	0.6	0

The listing continues.
nr	Molecule	RAD52 anneal inh	E-selectin induc	ERAP1 HTS inh
56	Cc1nnc(N/N=C/c2c(O)n(-c3cccc(C(F)(F)F)c3)c(=O)c3ccccc23)[nH]c1=O	-17	0.9	8
57	CN(C)CCCNC(=O)C[C@@H]1C=C[C@@H](NC(=O)Cc2cccnc2)[C@@H](CO)O1	-6	-0.4	0
58	CC1=NN(c2ccccc2)C(=O)/C1=C\c1cc(C)n(-c2cccnc2)c1C	-13	0.5	7
59	Nc1sc(-c2ccccc2)cc1C(=O)N1CCN(c2ccccc2)CC1	-4	1.0	-3
60	COC(=O)CSc1nnc(CNC(=O)c2ccc(OC)c(OC)c2)n1C	-13	1.5	1
61	COc1cc(-c2nc3ccccn3c2/N=C/c2cccc(F)c2)ccc1O	-19	2.2	-5
62	Cn1c(Cc2cccs2)nnc1SCC(=O)Nc1ccc(C(N)=O)cc1	3	-0.1	-5
63	COc1cc(OC)cc(-c2c(Sc3ccccc3)c3cc(-c4ccc(SC)cc4)ccc3n2C)c1	-5	0.0	-2
64	COc1ccc2c3c([nH]c2c1)[C@H](CO)N(C(=O)Nc1ccc(F)cc1)CC31CN(CC2CCOCC2)C1	-3	-0.5	3
65	CCN(CC)S(=O)(=O)c1ccc2c(c1)nc(CCC(=O)Nc1ccc(N3CCOCC3)cc1)n2C	-14	0.8	-5

(more compounds)
nr	Molecule	RAD52 anneal inh	E-selectin induc	ERAP1 HTS inh
66	Cc1cnc(C(=O)OCC(=O)NC(C)CCc2ccccc2)cn1 (stereo not drawn)	-22	-0.2	-4
67	COc1cccc2[nH]c(-c3ccccn3)nc12	-23	-0.2	-3
68	Cc1ccc([N+](=O)[O-])cc1-c1ccc(/C=N\n2nnnc2N)o1	-47	-0.3	-3
69	CCCc1cc(CCC)n2nc(N)nc2n1	-8	-0.3	1
70	Nc1nc2c(C(=O)N3CCCC3)nnn2c2ccccc12	-13	0.2	0
71	NC(=O)c1ccccc1NCC(=O)c1ccc(F)cc1	-12	0.0	2
72	COc1ccc2c3c(n(C)c2c1)[C@H](CO)N(S(=O)(=O)c1ccccc1)CC31CCN(C)CC1	0	-0.7	-3
73	C/C(=N\NC(=O)c1c(Br)c(C)nn1C)c1ccc(NC(=O)c2ccoc2C)cc1	-7	-2.5	0
74	O=C(Nc1nnc(-c2cccc(F)c2)s1)Nc1ccccc1F	-21	-0.4	6
75	CC1(c2ccc3ccccc3c2)CCC(=O)O1 (stereo not drawn)	-8	-0.2	0

Continued:
nr	Molecule	RAD52 anneal inh	E-selectin induc	ERAP1 HTS inh
76	CCOC(=O)C(C#N)=C1CCC=C(C)C1	6	3.4	1
77	CC(C)(C)C(=O)c1c(N)[nH]c(C(=O)c2ccccc2)c1-c1ccc([N+](=O)[O-])cc1	-25	-0.3	1
78	COc1ccc(NC(=S)Nc2cc(C)cc(C)n2)cc1OC	-5	0.2	-6
79	CCNC(=O)c1ccccc1SCc1ccccc1	-13	-5.1	5
80	COc1ccc(Br)cc1/C=C/C(=O)c1ccc(NC(C)=O)cc1	-40	-0.5	-1
81	C=CCc1cc(OC)ccc1OCCN(C)Cc1ccccc1	-12	0.1	5
82	O=C(CCCSc1nc2ccccc2[nH]1)NCc1ccc(Cl)cc1	-9	0.2	-2
83	O=C(Nc1ccc(N2C(=O)C3CCCCC3C2=O)cc1Cl)c1cccs1 (stereo not drawn)	-16	3.7	4
84	O=c1[nH]c(CSc2nc3ccccc3s2)nc2cc(Cl)ccc12	-22	1.1	6
85	COc1ccc(-c2nc3cc(C)ccn3c2NCc2ccc3c(c2)OCO3)cc1	-19	3.9	9

(list continues)
nr	Molecule	RAD52 anneal inh	E-selectin induc	ERAP1 HTS inh
86	CN(C(=O)CSc1nnc(-c2cccc(F)c2)n1N)C1CCS(=O)(=O)C1 (stereo not drawn)	-12	0.8	-1
87	Cc1ccc(S(=O)(=O)Nc2ccc(Oc3cccnc3)nc2)cc1	-8	0.2	6
88	O=C(Nc1ccccc1)Nc1ccc(F)cc1F	1	4.1	-5
89	Nc1[nH]c(C(=O)c2ccccc2)c(-c2ccc(Cl)cc2)c1C(=O)NCc1ccco1	-4	-0.1	2
90	O=C(NCCS(=O)(=O)N1CCN(c2ccccc2)CC1)c1ccccc1F	-12	1.2	1
91	N#C/C(=C\c1ccc(-c2cccc([N+](=O)[O-])c2)o1)c1nnc(N2CCOCC2)n1-c1ccccc1	-25	7.6	-2
92	NC(=O)CC1NC(=O)c2cc([N+](=O)[O-])cc(I)c2OCCC(C(N)=O)NC(=O)[C@@H]2CCCN2C1=O (stereo partly drawn)	6	0.0	0
93	CC(C)CN(C(=O)COC(=O)c1nc(Cl)ccc1Cl)C1CCS(=O)(=O)C1 (stereo not drawn)	-2	0.1	-1
94	CCc1ccccc1NC(=O)Nc1cc(F)ccc1F	-10	0.0	2
95	COc1ccc(C(=O)Oc2ccc(C(=S)N3CCOCC3)cc2)cc1	-1	-0.4	0
96	CCOC(=O)/C(=C\c1cccc(O)c1)c1nc2sc(C)c(C)c2c(=O)[nH]1	-18	-0.1	5
